VEEV TC-83 Vero: inhibitors of VEEV TC-83 cytopathic effect, confirmation, Vero cells (AID 588727); Vero cells, VEEV TC-83 cytopathic effect inhibition; higher % means a stronger effect; inhibition, % at 20 µM; hits with a dose series show IC50 in µM; 0.13% of 350,000 active; in the data active = a potency from the dose series; inconclusive = inhibition mostly from about 14% at the one dose, without a potency; inactive = the rest, 99 in 100 with inhibition below about 12%; also: strong numbers were not always called active
H1N1 NS1A inhibition: H1N1 influenza NS1A inhibitors, functional cell based assay (AID 504329); NS1A functional cell-based assay, percent inhibition; higher % means a stronger effect; inhibition, % at 12.5 µM; hits with a dose series show IC50 in µM; 0.3% of 340,000 active; in the data active = a potency from the dose series; inconclusive = inhibition above about 27% without an active follow-up result; also: strong numbers were not always called active
H37Rv inhibition: M. tuberculosis growth inhibition, HTS (AID 449762); M. tuberculosis H37Rv growth inhibition, 7H9 media; higher % means a stronger effect; one-dose inhibition, % at 25 µM; IC50 in µM for titrated hits; 0.59% of 330,000 active; in the data active = a potency from the dose series; inconclusive = inhibition above about 70% without an active follow-up result;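 also: bacterial growth assessed after seven days of incubation; strong numbers were not always called active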
PhoP GFP inhibition: Inhibition of PhoP regulon, Salmonella typhi GFP reporter cells, confirmation, 4 h (AID 1850) | 0.33% of 310,000 active | Salmonella Typhi PhoP-promoter GFP reporter, fluorescence, 4 h; higher % means a stronger effect | inhibition, % at 50 µM, or IC50 in µM where a hit was titrated; in the data active = a potency from the dose series; inconclusive = inhibition mostly from about 25% at the one dose, without a potency; inactive = the rest, 99 in 100 with inhibition below about 19%;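 also: 0% = induced wells with vehicle and 100% = uninduced wells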
M. tuberculosis: growth inhibition of non-replicating M. tuberculosis (AID 488890). Mycobacterium tuberculosis non-replicating, growth inhibition; higher % means a stronger effect. inhibition, % at 25 µM, or IC50 in µM where a hit was titrated. 0.39% of 320,000 active; in the data active = a potency from the dose series; inconclusive = inhibition mostly from about 82% at the one dose, without a potency; inactive = the rest, 99 in 100 with inhibition below about 76%;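 also: plate controls were DMSO cells for no effect and high antibiotic wells for full effect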
VEEV TC-83 Vero 10K pilot screen: also measured in VEEV TC-83 Vero; calls as there; inhibition, %; measured here: 10K pilot screen inhibition
Starred values were filed as active, the others as inactive; i = inactive; ? = inconclusive; nt = not tested or not shown; & = joins results of further samples. Not a hit list (roughly 1.4% active in at least one column).

SMILES | VEEV TC-83 Vero | H1N1 NS1A inhibition | H37Rv inhibition | PhoP GFP inhibition | M. tuberculosis | others
COc1ccc(CNC(=O)c2cc3cccc(O)c3oc2=N)cc1 | 7.5% | -6% | -12% | -5% | i
Cc1cc(C)c(CN2CCC(N3CCC(C(=O)NCC4CCCO4)CC3)CC2)cc1C (stereo not given) | i | -3% | 1% | 10% | 0%
O=C(O)C1CC(=O)N(c2ccc(OCc3ccccc3Cl)cc2)C1 (stereo not given) | 0.5% | 1% | 36% | 5% | nt
CCN1CCN(CC(=O)Nc2nc3ccccc3s2)CC1 | 1.6% | -12% | -1% | 0% | -4%
Fc1ccc(-c2nnc(CSc3nnc(-c4ccc5c(c4)OCO5)o3)o2)cc1 | 5.1% | 10% | -2% | -6% | ?
CCCc1[nH]nc2c1C(c1ccc(OCCN3CCOCC3)c(OCC)c1)C(C#N)=C(N)O2 (stereo not given) | 1.6% | -5% | -2% | -12% | 0%
COc1ccc(CCC(C)Nc2ccc(F)cc2)cc1 (stereo not given) | i | -3% | 3% | -5% | 58%
COc1ccccc1OCC(=O)NN1Cc2ccccc2C1=N | 3.0% | 4% | -19% | -3% | -19% | VEEV TC-83 Vero 10K pilot screen=0.0
COc1cc(NC(=O)C(=O)NNC(=O)C2CCCCC2)c(OC)cc1Cl | 0.8% | 1% | -1% | -9% | 7%
CCn1c(COc2ccccc2)nnc1SCC(=O)C(C)(C)C | 0.7% | -4% | -1% | -17% | 20%
CS(=O)(=O)Nc1ccccc1C(=O)NCC1(N2CCCCC2)CCCCC1 | 0.4% | 4% | -7% | -3% | -9%
Nc1nc(=S)c2ncn(C3OC(CO)C(O)C3O)c2[nH]1 (stereo not given) | 6.0% | 5% | 3% | 4% | -6%
C[C@H]1CN([C@@H](C)CO)C(=O)Cc2cc(NS(C)(=O)=O)ccc2O[C@@H]1CN(C)CC1CC1 | 0.6% | -18% | 3% | nt | -11%
O=C(/C=C/c1c(Cl)cccc1Cl)NCc1ccco1 | i | 6% | 4% | 0% | ?
O=C(N/N=C/c1ccncc1)c1cccs1 | 1.0% | 2% | 4% | -16% | 6%
CCOc1ccc(NC2=NCCCS2)cc1 | i | -1% | 2% | -3% | 22%
O=C(CCCCCCCC(=O)c1ccccc1)c1ccccc1 | i | -10% | 4% | -3% | 78%
COc1ccc(C)cc1NC(=O)c1ccoc1C | i | 4% | 1% | -9% | 6%
COc1ccc(CCNC(=O)CCSc2nc(-c3ccco3)cc(C(F)(F)F)n2)cc1OC | 8.5% | -1% | 6% | -8%&-7% | 23%
Cc1ccc2c(c1)NC(=O)C(N1CCOCC1)(C(F)(F)F)O2 (stereo not given) | i | 3% | 3% | 1% | -2%
COC(=O)Nc1nc(-c2cc(Cl)ccc2Cl)cs1 | 0.4% | -3% | -5% | 10% | -25%
CN1C(=O)C2C[C@@]3(Br)c4ccccc4N(OOSc4ccccc4)[C@H]3N2C(=O)[C@@H]1Cc1ccccc1 (stereo not given in full) | 2.9% | 1% | -7% | 0% | 32%
COc1cccc(/C=N/N2CCOCC2)c1O | i | -1% | -5% | -3% | -46%
C=CCO/N=C(\C)c1c(O)c(C)c(-c2ccccc2)n(-c2ccccc2)c1=O | 0.2% | 16% | 6% | 1% | 29%
COc1ccc(Cl)cc1NC(=S)NNC(=O)C1(C)CC1(Cl)Cl (stereo not given) | 1.2% | -11% | 1% | 0% | 10%
Cc1nn(-c2ccc(Cl)cc2)c2sc(C(=O)c3c(N)n(C)c(=O)n(C)c3=O)cc12 | 1.8% | 3% | 9% | 4% | -10%
C[C@@H](NCCCn1ccc(NC(=O)OCc2ccccc2)nc1=O)c1cccc2ccccc12 | 7.7% | 6% | nt | nt | nt
O=C1NC(Cc2ccc(O)cc2)c2nc3ccccc3c(=O)n2-c2cc(Cl)ccc21 (stereo not given) | nt | nt | -3% | nt | 41%
CSc1ccc(C(=S)N2CCN(C)CC2)cc1 | 0.2% | -10% | -1% | -12% | 0%
CCOC(=O)COc1c(C=O)cc(Br)cc1OC | i | -23% | ? | 5% | ?
CCOC(=O)C1CCN(C(=O)Cc2ccc(OC)c(OC)c2)CC1 | 1.8% | -20% | -3% | 9% | -11%
O=C(Cc1cccs1)Nc1ccc(-c2nnn(CC(=O)N3CCOCC3)n2)cc1 | nt | nt | 4% | -1% | -9%
CS(=O)(=O)c1ccccc1-c1nnc(NC(=O)c2ccc(S(=O)(=O)N3CCCC3)cc2)o1 | 1.0% | -16% | 0% | 0% | nt
Cc1cc(NC(=O)CSc2nnc(-c3ccco3)n2C)no1 | 2.4% | -11% | -6% | nt | -15%
Cc1cc(Cl)c(S(=O)(=O)NCc2cccnc2)cc1OCC(=O)NC1CCCCC1 | i | 20% | -11% | 3% | 6%
Cc1ccc(CN(C(=O)c2c(F)cccc2F)C2CC(C)(C)NC(C)(C)C2)o1 | i | 4% | -1% | 4% | 12%
Cc1ccc(S(=O)(=O)N2CCC(=O)N(CCOC(=O)Nc3ccc(F)cc3)CC2)cc1 | i | 8% | -8% | 14% | -1%
Cc1nn(-c2ccccc2)c(C)c1P(=O)(c1ccccc1)N(C)C (stereo not given) | i | 7% | -2% | -7% | -8%
Cc1ncc(CC(=O)n2cc(C(=O)c3cc(Cl)ccc3O)cn2)s1 | 3.5% | -4% | -3% | 83µM* | -6%
Cc1nn(C(=O)c2cc([N+](=O)[O-])ccc2Cl)c(C)c1Br | 0.7% | -1% | -2% | -5% | 0%
COc1cccc(-n2c(Cc3cc(=O)[nH]c(=O)[nH]3)nnc2SCC(=O)N2CCC(C)CC2)c1 | 5.4% | 4% | 4% | -6% | 0%
CCOc1ccc(C(=O)N2CCN(c3cnn(-c4ccccc4)c(=O)c3Cl)CC2)cc1 | 0.4% | 7% | -2% | -10% | -3%
COc1ccccc1CCCNC(=O)C1CCC(=O)N(Cc2ccccc2F)C1 (stereo not given) | i | 9% | 2% | -2% | 26%
Cc1cc(NC(=O)CSc2n[nH]c(-c3ccccc3Br)n2)no1 | 0.9% | -1% | 3% | nt | 13%
C=Cn1ccnc1P(=S)(c1nccn1C=C)c1nccn1C=C | 3.3% | 15% | 4% | 1% | -4%
CC1CCC(C(C)C)C(OCC(O)CNC(C)C)C1 (stereo not given) | 0.6% | -5% | -8% | 11% | -1%
CS(=O)(=O)/C(C#N)=C/c1cccn1S(=O)(=O)c1ccccc1 | i | -13% | -7% | 13% | 8%
CC(=O)Oc1ccc2c(c1)O/C(=C\c1ccncc1)C2=O | i | -5% | 4% | -14% | 7%
N#Cc1c(-c2cccc(Cl)c2)[nH]c(=S)[nH]c1=O | 0.6% | 0% | 5% | 10% | 16%
O=C(OCN1C(=O)c2ccccc2C1=O)c1cccc(S(=O)(=O)N2CCOCC2)c1 | 4.5% | 0% | -24% | -11% | -3%

Further compounds follow:
SMILES | VEEV TC-83 Vero | H1N1 NS1A inhibition | H37Rv inhibition | PhoP GFP inhibition | M. tuberculosis | others
CCOC(=O)C1=C(C)OC(N)=C(C#N)C1c1ccc(C)s1 (stereo not given) | 2.7% | -12% | 5% | 0% | -3%
Cc1cccc(C)c1NC(=O)CNC(=O)C1CCCC1 | 3.0% | -2% | 11% | nt | 0%
Cc1cccc(N2CCN(C(=O)C3CCN(S(=O)(=O)N4CCOCC4)CC3)CC2C)c1 (stereo not given) | 5.8% | -15% | 0% | 0% | 21%
CCOC(=O)c1ccc(NC(=O)CN2C(=O)C(C)SC(C)C2=O)cc1 (stereo not given) | 0.8% | -12% | 3% | -8% | ?
COc1ccc(S(=O)(=O)NCc2ccccc2Cl)cc1OC | i | -5% | 2% | 3% | -1% | VEEV TC-83 Vero 10K pilot screen=0.0
Cc1cc(C)c[n+](C(C)C(=O)c2ccc(Cl)cc2)c1 (stereo not given) | i | -13% | -1% | -2% | 3%
Cc1cc(NS(=O)(=O)c2ccc(NC(=O)C(C)Oc3ccc(C(C)C)cc3)cc2)no1 (stereo not given) | 1.1% | 7% | 6% | 7% | 28%
Cc1cccc(CN2C(=O)CSc3ccc(C(=O)NC4CC4)cc32)c1 | 3.0% | -2% | -7% | -7% | -4%
COC(=O)CC1=NN(c2nc(C)cc(C)n2)C(=O)C1 | i | 8% | -4% | -1% | -10%
CCC(=O)c1ccc(OCc2ccc(C(=O)OC)cc2)c(OC)c1 | 5.7% | -4% | 55% | 1% | 16%
N#Cc1ccsc1NC(=O)CN1C(=O)NC2(CCCCC2)C1=O | 2.4% | 6% | 7% | -5% | 4%
CC(=O)Nc1ccc(C(=O)CCl)cc1 | ? | 2% | ? | nt | ?
CC1=NN(C(=O)Cc2ccc([N+](=O)[O-])cc2)C(O)(C(F)(F)C(F)(F)F)C1 (stereo not given) | 0.9% | -2% | 4% | -2% | ?
CCC(C)[C@H]1CNCCN1CCc1cc(C(F)(F)F)cc(C(F)(F)F)c1 (stereo not given in full) | i | 10% | 54% | 19% | 47%
CCCCn1nnnc1SCC(=O)Nc1ccc2c(c1)OCO2 | i | -1% | 18% | 7% | 68%
O=C(Nc1cc(Cl)ccc1Cl)N1CCCC1 | i | 3% | 9% | 1% | -8%
CC(Oc1ccc([N+](=O)[O-])cc1Cl)C(=O)Nc1ccc(C(N)=O)cc1 (stereo not given) | 10% | nt | 2% | -2% | 21%
Clc1ccc2c(N/N=C/c3cccnc3)ccnc2c1 | ? | -2% | ? | 13% | 16%
CCCn1c(N)c(N(CCOC)C(=O)Cc2ccc(S(=O)(=O)N3CCOCC3)s2)c(=O)[nH]c1=O | 1.7% | -1% | -7% | -5% | -3%
O=C(NNC(=O)C1CCN(S(=O)(=O)c2ccc(Cl)cc2)CC1)c1ccc(S(=O)(=O)N2CCCCC2)cc1 | 1.5% | -2% | 1% | -2% | -8%
Cc1cccc(N(C)C(=O)COc2cc(=O)n(C)c3ccccc23)c1 | 6.8% | -6% | -11% | -3% | 13%
Nc1cc(C(=O)OCC(=O)NCC2CCCO2)ccc1Cl (stereo not given) | 2.0% | -29% | -3% | -7% | -8%
O=C(CN1c2cccc3cccc(c23)S1(=O)=O)N1CCCCC1 | 2.0% | -20% | 4% | nt | 1%
C/C(N)=C(/C#N)C(=O)COC(=O)CSc1ccc2ccccc2c1 | i | 6% | 5% | -23% | 80%
CN(C)CCCOC(=O)c1ccc(Cl)cc1 | 0.1% | -1% | 2% | 2% | 14% | VEEV TC-83 Vero 10K pilot screen=0.8
CC(OC(=O)C(NC(=O)c1ccco1)C(C)C)C(=O)Nc1ncc(Cl)cc1Cl (stereo not given) | 2.1% | -23% | -1% | 4% | -3%
Cc1ccc2cc(CN(C(=O)c3ccco3)c3cccc(C)c3C)c(=O)[nH]c2c1 | 4.1% | -12% | 1% | 8% | 1%
CC(C)(C)c1ccc(C(=O)NCC(=O)OCCN2C(=O)c3ccccc3C2=O)cc1 | 0.2% | 9% | 15% | 1% | -2%
O=C(O)C1Nc2ccc(Br)cc2C2C=CCC12 (stereo not given) | 0.1% | 10% | 9% | -6% | -5%
ONC(=Nc1ccc(Cl)cc1)c1ccc(Cl)cc1 | i | -5% | 3% | -7% | 7%
COC(=O)C1=C(C(=O)OC)SC(=C2C(=S)C(C)(C)N(C(=O)C3CC3)c3ccccc32)S1 | 0.7% | 4% | 1% | 23% | 37%
O=C(Nc1cccc(C(=O)N2CCOCC2)c1)c1ccccc1 | 2.7% | -5% | 2% | 1% | 4%
Cc1ccc(C(=O)NCCCNC(=O)c2ccco2)cn1 | i | 3% | -1% | -16% | -4%

7 compounds already listed, arranged by formula weight, ascending.
SMILES | VEEV TC-83 Vero | H1N1 NS1A inhibition | H37Rv inhibition | PhoP GFP inhibition | M. tuberculosis | others
CN(C)CCCOC(=O)c1ccc(Cl)cc1 | 0.1% | -1% | 2% | 2% | 14% | VEEV TC-83 Vero 10K pilot screen=0.8
ONC(=Nc1ccc(Cl)cc1)c1ccc(Cl)cc1 | i | -5% | 3% | -7% | 7%
Cc1ccc(C(=O)NCCCNC(=O)c2ccco2)cn1 | i | 3% | -1% | -16% | -4%
O=C(O)C1Nc2ccc(Br)cc2C2C=CCC12 (stereo not given) | 0.1% | 10% | 9% | -6% | -5%
O=C(Nc1cccc(C(=O)N2CCOCC2)c1)c1ccccc1 | 2.7% | -5% | 2% | 1% | 4%
O=C(CN1c2cccc3cccc(c23)S1(=O)=O)N1CCCCC1 | 2.0% | -20% | 4% | nt | 1%
CC(C)(C)c1ccc(C(=O)NCC(=O)OCCN2C(=O)c3ccccc3C2=O)cc1 | 0.2% | 9% | 15% | 1% | -2%
